High-throughput results: PubChem BioAssay, National Center for Advancing Translational Sciences (NCATS)
FUS yeast rescue = qHTS for Suppressors of FUS Proteinopathy: Primary screen using FUS-linked yeast assay; S. cerevisiae FUS-expressing, growth rescue, OD600, 24 h; AID 1347120, 2019; Potency, µM (doses to about 76.6 µM), inactives show at the top dose growth rescue (activation), most hits filed as activators; actives 0.24% (n = 390,000); active = well fitted activation curve with a large enough effect; inconclusive = small, poorly fitted or top-dose-only effect; inactive = no such curve, though single readings can be large or run the other way;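 also: plate controls were DMSO vehicle for no effect and reference control for full effect; nearly all actives have a fitted effect of over 55% in size; some results filed as inactive show a strong effect at the top dose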
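S. cerevisiae expressing FUS from galactose induction served as the toxicity model. Growth after 24hr at 30C, read as absorbance at 600 nm, indicates suppression of toxicity; compounds dosed at several concentrations.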
* = called active by the depositor; u = inconclusive; & = joins results of further samples. Potency is read from the fitted curve at half-maximal effect. The list is partial; the hit share may differ from the screen's.

SMILES	FUS yeast rescue
O=C(NCc1ccco1)C1CCCN(S(=O)(=O)c2cccs2)C1 (stereo not drawn)	-4%
C[C@H]1O[C@@H](n2c3ccc(Cl)cc3c3ccc4c5cc(Cl)ccc5[nH]c4c32)[C@H](O)[C@H](O)[C@H]1O	44%
Cc1nnc(C)n1N=Cc1ccc(O)cc1O	-6%
CC(C)CN1C(=O)C[C@@]2(C(=O)N(C)c3ccc(NS(=O)(=O)C4CC4)cc32)C1c1ccccc1 (stereo partly drawn)	3%
CC1CCN(c2ccc(C(=O)O)cc2NS(=O)(=O)c2ccccc2)CC1	7%
CCc1ccc(Cn2c(=O)n(Cc3ccc(C(=O)NCCCOC)cc3)c(=O)c3ccccc32)cc1	-6%
CCCCOCCCNC(=O)C[C@H]1C[C@@]2(C(=O)OC)C(=C[C@H](C(C)C)O[C@@H]2C2CC2)N(CCc2ccc(OC)c(OC)c2)C1=O	u
CCc1ccc(Oc2c(Cl)cnn(-c3ccc(C)cc3)c2=O)cc1	9%
O=C(OCc1cn(Cc2cccc(C(F)(F)F)c2)nn1)N1CCOCC1	8%
COC(=O)[C@]12C[C@H](CC(=O)N3CCN(C(=O)c4ccco4)CC3)C(=O)N(Cc3cccc4ccccc34)C1=C[C@H](C(C)(C)C)O[C@@H]2C	u
CN(C)C=Nc1ccc(Cn2cnc3nc4ccc(Cl)cc4cc3c2=O)cc1	-6%
COc1ccc(CSc2nnc(SCc3ccccc3)s2)cc1	-13%
CCC[C@H]1[C@@H](OC(=O)NCc2cccc(Cl)c2)CC[C@@]23CCCN2C(=O)CCC[C@@H]13	43%
Cc1ccc2c(c1)C1CS(=O)(=O)N(CCc3ccccc3)C(=O)N1C2 (stereo not drawn)	-1%
CCOC(=O)c1cccc(NC(=O)CN(C)S(=O)(=O)c2ccc(Cl)s2)c1	32%
CCOC(=O)c1csc(NC(=O)C2CCCN(S(=O)(=O)c3cc(OC)ccc3OC)C2)n1 (stereo not drawn)	35%
Cc1c(NC(=O)C2CCCN(S(=O)(=O)c3ccc(C(C)(C)C)cc3)C2)c(=O)n(-c2ccccc2)n1C (stereo not drawn)	4%
O=C(Nc1cccc(Cl)c1)OC1CCC12CCC(c1ccccc1)CC2 (stereo not drawn)	-19%
COc1ccc(OC)c(CN2C(=O)CCCC2(C)c2nnnn2C2CCCC2)c1 (stereo not drawn)	18%
CC[C@@H](CCC(=O)N(c1ccccc1)c1ccccc1)C1CC1	16%
COC(=O)[C@@]12CCCCC3=C1N(CCC3)C(=O)[C@H]2CC(=O)NCc1cccc2ccccc12	32%
COc1ccc(S[C@]2(C(=O)N(C)C)CC(=O)N(c3ccc(C#N)cc3)[C@@H]2c2ccc(OC)cc2)cc1	u
COc1ccccc1NCc1nc2ccccc2n1C	1%
Cc1cc(C(=O)O[C@@H]2CCC[C@@]3(C(=O)N(Cc4ccccc4)c4ccccc43)[C@H]2NC(=O)CCc2ccccc2)no1	3%
COc1ccccc1C(=O)NC1CCCCN(Cc2ccccc2C)C1=O (stereo not drawn)	19%
(next part)
SMILES	FUS yeast rescue
c1ccc(-c2ccc(C3=Nn4c(nnc4-c4ccccn4)SC3)cc2)cc1	28%
Cc1nn(CCC(=O)NNC(=O)Nc2ccc(F)cc2)c(C)c1[N+](=O)[O-]	13%
COc1cc(NC(=O)NC2CCCCN(Cc3ccc(Cl)cc3)C2=O)cc(OC)c1 (stereo not drawn)	1%
CCC[C@H]1[C@@H](OC(=O)NCc2ccc(Cl)c(Cl)c2)CC[C@@]23CCCN2C(=O)CCC[C@@H]13	u
CCN(CC)CCCNC(=O)CSc1nc2cccnc2n1C	-11%
CN1C(=O)c2cc(NC(=O)Nc3ccccc3)ccc2OC[C@H]2O[C@@H](CC(=O)NCC(F)(F)F)CC[C@@H]21	-1%
O=C(OCC#CCSc1nnc(-c2cccc3ccccc23)o1)c1ccc(OC(F)F)cc1	-9%
Clc1ccc(CN2CCN(N=Cc3c4ccccc4cc4ccccc34)CC2)cc1	43%
CC(C)CNC(=O)OCc1cn(Cc2cc(F)ccc2F)nn1	-13%
S=C(Nc1ccc(I)cc1)OC1CCC12CCC(c1ccccc1)CC2 (stereo not drawn)	-17%
CC(C)(C)c1ccc(S(=O)(=O)N2CCCC2C(=O)N2CCN(c3ccccc3)CC2)cc1 (stereo not drawn)	u
CC(C)(C)C(=O)OC12CCCN(C1)/C(=C/c1cccnc1)C2 (stereo not drawn)	-3%
COc1cccc(-c2cc(C(C)=O)c3n(c2=O)CCC3)c1OC	11%
CCCCCCCCN1C(=O)[C@@H](CC(=O)NCC2CCCCC2)C[C@@]2(C(=O)OC)C1=C[C@H](C(C)C)O[C@@H]2C1CC1	32%
CNC(=O)C[C@@H]1CC[C@@H]2[C@H](COc3ccc(NC(=O)c4cccc(F)c4)cc3C(=O)N2C)O1	-13%
O=C(Cn1nc(-c2ccccc2)ccc1=O)NCCc1cccc(F)c1	4%
CCCCc1ccc2nc(NC(=O)c3ccc(Br)o3)sc2c1	-12%
CC1CCC2(CC1)CCN(CCCOC(=O)NCc1ccc(Cl)cc1)C2=O (stereo not drawn)	32%
COc1ccc(Cn2cc(CN3[C@@H](C)COc4cc(Br)ccc4S3(=O)=O)nn2)cc1	-9%
CCC(C)(C)C(=O)N1CCC(C(=O)NC2CCCc3ccccc32)CC1 (stereo not drawn)	9%
Cc1ccc(C(=O)N(Cc2ccccn2)CC2CCCO2)cc1 (stereo not drawn)	-16%
Cn1cccc1C=NNC(=O)c1cc(-c2ccc(Cl)cc2)n[nH]1	35%
COC(=O)[C@]12C[C@H](CC(=O)N3CCN(C(=O)C4CC4)CC3)C(=O)N(CCC3=CCCCC3)C1=C[C@H](C1CCCC1)O[C@@H]2C	u
Cc1ccc(C2CCC3(CCC(=O)N3CCOC(=O)Nc3ccc(F)cc3)CC2)cc1 (stereo not drawn)	23%&-10%
COc1ccc(Cn2c(NC(=O)c3ccccc3)nc(Cc3ccccc3)c2-c2ccccc2)c(OC)c1	u

For convenience, some entries already given.
SMILES	FUS yeast rescue
Cc1ccc(C2CCC3(CCC(=O)N3CCOC(=O)Nc3ccc(F)cc3)CC2)cc1 (stereo not drawn)	23%&-10%
COc1ccc(Cn2c(NC(=O)c3ccccc3)nc(Cc3ccccc3)c2-c2ccccc2)c(OC)c1	u

Given as a markdown table: entries from further up.
| structure | FUS yeast rescue |
| --- | --- |
| CCCCc1ccc2nc(NC(=O)c3ccc(Br)o3)sc2c1 | -12% |
| Cc1ccc2c(c1)C1CS(=O)(=O)N(CCc3ccccc3)C(=O)N1C2 (stereo not drawn) | -1% |
| CCc1ccc(Cn2c(=O)n(Cc3ccc(C(=O)NCCCOC)cc3)c(=O)c3ccccc32)cc1 | -6% |

Carrying on.
SMILES	FUS yeast rescue
COc1ccc(Oc2c(Cl)cnn(C3c4ccccc4-c4ccccc43)c2=O)cc1	-6%
O=C(Nc1cccc(C(F)(F)F)c1)OC1CC2CC1[C@H]1CCCCN1[C@H]2Cc1ccccc1 (stereo partly drawn)	34%
C[C@H]1CCCN1c1ccc2c(c1)O[C@@H]1CCN(C1)S2(=O)=O	7%
O=S(=O)(c1ccc(F)cc1)n1c(CN2CCOCC2)nc2ccccc21	-16%
CCCC(=O)N1CCC(NS(=O)(=O)c2ccc3c(c2)CCN3C(C)=O)CC1	2%
Cc1ccc2c(c1)N(CCCC(=O)N(C)Cc1ccccc1F)C(=O)CO2	27%
O=C(Nc1ccc(Cl)c(Cl)c1)C1CCN(c2nnc(-n3cccc3)s2)CC1	12%
CC(C)CN(CC(C)C)C(=O)c1cn(C(C)c2ccccc2)nn1 (stereo not drawn)	8%
COCCN1C(=O)C2=C(C1=O)C1N(C)c3ccccc3[C@@]13C[C@@H](CO)N(C(=O)CCC(=O)OC)C3=N2 (stereo partly drawn)	7%
CCCCNC(=O)C1(C(=O)C2CC2)CC(c2ccccc2C(F)(F)F)=NO1 (stereo not drawn)	-6%
CCN1CCCCC(NC(=O)c2cccc(C(F)(F)F)c2)C1=O (stereo not drawn)	-8%
CCN(C(=O)c1cccc2c1-c1ccccc1C2=O)c1ccccc1	-13%
COC(=O)[C@H]1C[C@@]2(N3CCCC3)c3ccccc3N[C@H]2N1S(C)(=O)=O	-3%
CC(=O)Nc1sc2c(c1-c1nc3ccccc3s1)CCCN(C(C)C)C2	15%
CC(=O)OCCCN1CCC2(CCCCC2)C1=O	-12%
O=C(NC1CCCCN(Cc2cccc(C(F)(F)F)c2)C1=O)C1C2CC3CC(C2)CC1C3 (stereo not drawn)	u
COc1ccc(Cn2ccc3ccc(-c4ccc5ccn(Cc6ccccc6)c5c4)cc32)cc1	20%
COC(=O)C1CN(Cc2cn(Cc3ccc(Cl)cc3)nn2)CCS(=O)(=O)N1Cc1ccc(OC)cc1 (stereo not drawn)	u
Cc1ccc(-c2nnc(SCC(=O)Nc3ccc(OCc4ccccc4)cc3)n2-c2ccc(Cl)cc2)cc1	-1%
COC(=O)C/C=C/[C@@H](C)[C@H](NC(=O)OCC(Cl)(Cl)Cl)c1ccc(-c2ccccc2)cc1	16%
CCC[C@H]1[C@@H](OC(=O)NCc2ccccc2Cl)CC[C@@]23CCCN2C(=O)CCC[C@@H]13	30%
COC(=O)[C@]12C[C@H](CC(=O)NCc3ccccc3)C(=O)N(CCc3ccc(OC)c(OC)c3)C1=C[C@H](C(C)(C)C)O[C@@H]2C	u
CCCCN(C)S(=O)(=O)c1ccc2[nH]c(=O)oc2c1	-13%
CC(C)N1CCCCC(NC(=O)c2ccc(F)c(F)c2)C1=O (stereo not drawn)	0%
O=C(CN(CCc1ccccc1)S(=O)(=O)c1cccs1)N1CCOCC1	9%
Further results follow:
SMILES	FUS yeast rescue
CCCCCn1nnnc1C1(C)Cn2nccc2C(=O)N1Cc1ccco1 (stereo not drawn)	-11%
C=C1C(=O)[C@]23C[C@H]1CC[C@H]2[C@]1(C)CCC[C@@](C)(C(=O)OC)[C@H]1C[C@@H]3O	0%
O=C1CCC2(CCC(c3ccc(Cl)cc3)CC2)N1CCO (stereo not drawn)	1%
COc1cccc(N2CCN(CC(=O)NCc3cccc(OC)c3OC)CC2)c1	6%
COc1ccc2c(c1)CCCN2C(=O)C1CCCN(S(=O)(=O)c2ccc(C)c(C)c2)C1 (stereo not drawn)	u
CC(C)NC(=O)N[C@H]1C[C@@H]2O[C@H](CO)CC[C@@H]2O[C@@H]1CCc1ccc(-c2ccccc2F)cc1	45%
C=CCN(C(=O)[C@@H](C1CC1)[C@@H](O)c1ccc(Cl)cc1)c1ccccc1	15%
CCCCCn1nnnc1C1(C)CSCC(=O)N1Cc1ccco1 (stereo not drawn)	19%
COc1ccc(Oc2c(Br)cnn(Cc3cccc4ccccc34)c2=O)cc1	-19%
CC(C)C(=O)OCCCN1C(=O)CCC12CCC(c1ccccc1)CC2 (stereo not drawn)	18%
C=CCN1C(=O)[C@@H](CC(=O)NCc2cccs2)[C@]2(C(=O)OC)CCCCC=C12	9%
O=C(COCc1ccccc1)NC1CCCCN(Cc2cccc(Cl)c2)C1=O (stereo not drawn)	u
Cn1c(=O)c(=O)n(C)c2cc(S(=O)(=O)N3CCN(Cc4ccc5c(c4)OCO5)CC3)ccc21	17%
C=CCN1C(=O)[C@@H](CC(=O)NCc2ccc(OC)c(OC)c2)[C@]2(C(=O)OC)CCCCC=C12	2%
O=C(Nc1ccc(C(O)(C(F)(F)F)C(F)(F)F)cc1)c1ccccc1C(F)(F)F	11%
Cc1ccccc1CN1CCCCC(NC(=O)c2ccc(F)cc2)C1=O (stereo not drawn)	2%
COc1ccc(S[C@]2(C(=O)N3CCN(c4ncccn4)CC3)CC(=O)N(P(=O)(OC)OC)[C@@H]2c2ccc(OC)cc2)cc1	34%
COCCSc1ncccc1-c1nc2ccccc2[nH]1	-10%
CCCCCC[C@@H](CN(CCCC)S(C)(=O)=O)c1ccccc1	15%
COc1ccc(CN(CC#Cc2ccccc2)Cc2ccccc2)c(OC)c1	-1%
Cc1ccc(S(=O)(=O)n2ccc(-c3c(-c4ccc(Cl)cc4)noc3C)n2)cc1	-14%
CCN(CC)C(=O)CC[C@H]1CC[C@]2(CCCN(Cc3ccncc3)C2)O1	-17%
O=C(OCC#CCSc1nnc(-c2cccc3ccccc23)o1)c1cccc(C(F)(F)F)c1	18%
FC(F)(F)Oc1ccc(Cn2ccc3ccc(-c4ccc5ccn(Cc6ccccc6)c5c4)cc32)cc1	18%
O=C(CN(CCc1ccccc1)S(=O)(=O)c1ccccc1)N1CCOCC1	18%
COc1ccc2c(c1)CCCN2C(=O)C1CCCN(S(=O)(=O)c2cccc3cccnc23)C1 (stereo not drawn)	22%
CC1(C)C=C2C(N(CC3CC3)C(=N)N2C(=O)OCc2ccccc2)n2c(=O)n(-c3ccccc3)c(=O)n21 (stereo not drawn)	11%
O=C(Nc1ccc(F)cc1)OCc1cn(Cc2c(F)cccc2F)nn1	u
Cc1ccccc1N1CCN(C(=O)CN2C(=O)CC(C)(C)S(=O)(=O)c3ccccc32)CC1	21%

An excerpt from above in order of length of the SMILES, highest first:
SMILES	FUS yeast rescue
C=CCN1C(=O)[C@@H](CC(=O)NCc2ccc(OC)c(OC)c2)[C@]2(C(=O)OC)CCCCC=C12	2%
C=CCN1C(=O)[C@@H](CC(=O)NCc2cccs2)[C@]2(C(=O)OC)CCCCC=C12	9%
CN(C)C=Nc1ccc(Cn2cnc3nc4ccc(Cl)cc4cc3c2=O)cc1	-6%
COc1ccc(Oc2c(Br)cnn(Cc3cccc4ccccc34)c2=O)cc1	-19%
O=C(OCc1cn(Cc2cccc(C(F)(F)F)c2)nn1)N1CCOCC1	8%
S=C(Nc1ccc(I)cc1)OC1CCC12CCC(c1ccccc1)CC2 (stereo not drawn)	-17%
CCCCCn1nnnc1C1(C)Cn2nccc2C(=O)N1Cc1ccco1 (stereo not drawn)	-11%
